Arr AP2 block = inhibitors of beta-arrestin/AP2 binding, primary screen, biochemical, GPCR trafficking, flow cytometry; FITC-arrestin peptide / GST-AP2 beads; AP2 beta2 appendage carries R879A mutation; inhibition, % at 10 µM; beta-arrestin 1 C-terminal peptide binding to AP2 beta2-adaptin appendage (human); actives 0.31% (n = 340,000);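 active = inhibition above a set limit, near 3 SD of compounds lacking own fluorescence, cut at about 54% in these data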;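 note: plate controls were DMSO wells for no effect and 5 µM unlabelled arrestin peptide for full effect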
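Test system: GST-tagged AP2 beta2-adaptin appendage (R879A) on 4 µm glutathione beads; also added: fluorescein-tagged arrestin peptide at 50 nM final; timing: 12 min plus 1 h, RT; signal: flow cytometry, FL1 (488/535 nm); read-out: percent drop in bead-associated FITC signal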
Cardiac RTF inh = cardiac RTF calcium sensitivity inhibitors, primary screen, biochemical, IANBD-TnC fluorescence, EC70 calcium. IANBD-labeled cardiac RTF, Ca2+ fluorescence. inhibition, % at 7.15 µM. actives 0.12% (n = 340,000);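 active = inhibition above the mean inhibition of all tested compounds plus 3 SD, cut at about 17% in these data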;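 note: assay run at fixed EC70 calcium of 1.6 mM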
SR-BI uptake up = activators of SR-BI mediated DiI-HDL uptake, primary screen, ldlA[mSR-BI] CHO cells, DiI fluorescence; activation, % at 12.5 µM; 3 h; 100 = double the neutral-control signal; actives 0.096% (n = 320,000); AID 504775, 2011;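 active = mean replicate activation of at least 60% and every replicate at or above 60%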;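 note: 0% = median plate neutral-control signal and 100% = twice that signal; values of inactives mirror those of a sister screen read the other way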
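Material: SR-BI-overexpressing, LDLR-lacking CHO cells; schedule: compound exposure 3 h, 37 °C; reagent: DiI-labelled HDL at 10 µg/mL final; technique: bottom-read fluorescence, 550/595 nm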
DAGLB inhibitor = DAGLB lipase inhibitors, primary screen, biochemical, fluorescence, HTS; inhibition, % at 5.17 µM; HEK293T DAGLB membrane lysate, EnzChek fluorogenic substrate; Diacylglycerol lipase-beta (Homo sapiens), Q8NCG7; actives 0.059% (n = 340,000); in the data active = inhibition above about 34%;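 note: 0% = enzyme with vehicle and 100% = wells lacking enzyme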
C-LANA FP = inhibitors of KSHV C-LANA binding to DNA, primary screen, biochemical, fluorescence polarization, FAM-LBS DNA, MBP-C-LANA, single point; inhibition, % at 9 µM; actives 0.078% (n = 340,000); Kaposi's sarcoma herpesvirus LANA C-terminal domain (residues 932-1162) DNA binding;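 active = highest replicate inhibition at or above 60% at 9 µM, even if other replicates fall short; inactive = all replicates below 60% inhibition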;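 note: 0% = neutral control wells and 100% = 4 µM acridine orange control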
SR-BI HDL uptake = inhibitors of SR-BI mediated HDL lipid uptake, primary screen, ldlA[mSR-BI] cells, fluorescence, single point; inhibition, % at 12.5 µM; Scavenger receptor class B member 1 (Mus musculus), Q61009; actives 0.96% (n = 320,000); AID 488896, 2010; ldlA[mSR-BI] CHO cells, DiI-HDL uptake fluorescence, 3 h;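 active = mean replicate inhibition of at least 70% and a set share of replicates each scoring 70 or more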;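 note: 0% = median of neutral control wells and 100% = median of positive control wells; values of inactives mirror those of a sister screen read the other way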
NSD2 inh = NSD2 histone methyltransferase inhibitors, primary screen, biochemical, AlphaScreen, single concentration, set 2 | AID 743445, 2014 | actives 0.54% (n = 310,000) | inhibition, % at 12.5 µM | NSD2 peptide methylation, 120 min; in the data active = inhibition above about 50%
Target sequence (O96028 whole entry, looked up): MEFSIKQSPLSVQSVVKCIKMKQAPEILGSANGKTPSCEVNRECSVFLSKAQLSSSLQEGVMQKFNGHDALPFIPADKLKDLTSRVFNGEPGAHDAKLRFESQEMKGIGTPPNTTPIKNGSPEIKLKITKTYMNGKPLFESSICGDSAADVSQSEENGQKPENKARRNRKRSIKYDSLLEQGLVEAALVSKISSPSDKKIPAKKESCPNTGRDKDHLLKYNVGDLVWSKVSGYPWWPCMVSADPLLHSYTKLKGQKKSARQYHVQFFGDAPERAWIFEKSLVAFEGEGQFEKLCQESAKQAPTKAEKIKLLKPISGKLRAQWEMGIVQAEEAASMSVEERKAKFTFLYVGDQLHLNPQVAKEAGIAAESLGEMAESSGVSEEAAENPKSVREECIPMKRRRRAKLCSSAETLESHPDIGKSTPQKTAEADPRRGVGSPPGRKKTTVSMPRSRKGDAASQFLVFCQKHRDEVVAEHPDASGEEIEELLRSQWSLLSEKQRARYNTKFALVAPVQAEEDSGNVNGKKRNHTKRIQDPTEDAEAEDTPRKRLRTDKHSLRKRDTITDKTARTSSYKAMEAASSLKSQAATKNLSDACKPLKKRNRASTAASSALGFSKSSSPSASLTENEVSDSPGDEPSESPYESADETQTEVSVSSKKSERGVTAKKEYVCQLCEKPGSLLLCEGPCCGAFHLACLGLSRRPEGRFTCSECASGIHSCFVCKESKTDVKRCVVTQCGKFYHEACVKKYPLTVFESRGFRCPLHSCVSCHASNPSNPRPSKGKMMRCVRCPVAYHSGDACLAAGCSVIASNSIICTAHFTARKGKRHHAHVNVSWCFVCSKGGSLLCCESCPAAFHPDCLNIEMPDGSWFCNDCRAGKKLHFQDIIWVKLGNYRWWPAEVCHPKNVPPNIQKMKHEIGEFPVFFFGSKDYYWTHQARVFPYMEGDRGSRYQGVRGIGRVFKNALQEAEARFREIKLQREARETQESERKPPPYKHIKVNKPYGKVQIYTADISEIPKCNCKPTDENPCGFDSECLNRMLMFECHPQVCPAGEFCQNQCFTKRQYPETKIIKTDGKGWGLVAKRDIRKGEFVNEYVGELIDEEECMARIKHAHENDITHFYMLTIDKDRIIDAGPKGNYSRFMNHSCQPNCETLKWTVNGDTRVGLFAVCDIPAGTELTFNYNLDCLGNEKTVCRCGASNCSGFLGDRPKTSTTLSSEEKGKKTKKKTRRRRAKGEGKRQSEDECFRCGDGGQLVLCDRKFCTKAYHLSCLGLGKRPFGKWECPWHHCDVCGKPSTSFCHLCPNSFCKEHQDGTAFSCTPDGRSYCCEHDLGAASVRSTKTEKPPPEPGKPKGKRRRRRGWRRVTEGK
PvdQ inh = P. aeruginosa PvdQ acylase inhibitors, primary screen, biochemical, fluorescence, plate reader and imaging, single point. PvdQ acylase [Pseudomonas aeruginosa LESB58]. purified PvdQ acylase. inhibition, % at 10 µM. actives 0.063% (n = 340,000). AID 488965, 2010; in the data active = inhibition above about 30%, passing the limit was not always enough;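 note: 0% = vehicle neutral wells and 100% = reference inhibitor wells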
Keap1 Nrf2 FP = Keap1-Nrf2 protein-protein interaction inhibitors, primary screen, biochemical, fluorescence polarization, single point; Kelch-like ECH-associated protein 1 (Homo sapiens), Q14145; Keap1 Kelch-Nrf2 peptide fluorescence polarization, 1536-well; inhibition, % at 9.4 µM; actives 0.15% (n = 340,000); AID 504523, 2011; in the data active = inhibition above about 12%;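 note: human Keap1 Kelch domain with fluorescein labeled Nrf2 9mer peptide probe; 0% = neutral control wells and 100% = peptide positive control; higher means more block of Keap1 binding to Nrf2 peptide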
PKA-R2B act = activators of PKA-R2B holoenzyme, primary screen, biochemical, fluorescence polarization, Cy5-IP20, human; activation, % at 11.4 µM; cAMP-dependent protein kinase catalytic subunit beta (Homo sapiens) + cAMP-dependent …; PKA-R2B holoenzyme dissociation; R2B truncated from residue 108, S112A mutant; 0% DMSO only, 100% 113 µM cGMP; actives 0.079% (n = 340,000);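 active = activation above a cutoff set at the mean over all compounds plus 3 SD, cut at about 18% in these data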;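 note: higher means more holoenzyme dissociation and a rise in polarization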
* marks the source's active call; other numbers are inactive results; . = no result given. This is a random part of the collection, and some 2.1% of all compounds hit somewhere here.

SMILES | Arr AP2 block | Cardiac RTF inh | SR-BI uptake up | DAGLB inhibitor | C-LANA FP | SR-BI HDL uptake | NSD2 inh | PvdQ inh | Keap1 Nrf2 FP | PKA-R2B act
Cc1ccc(C(C)C)c(OCCNCc2ccccc2)c1 | -5 | 3 | -15 | -8 | 1.8 | 15 | -4 | -13 | -2 | 7
COCc1cc(C)nc(SCC(=O)Oc2ccccc2)c1C#N | 28 | -1 | 9 | -1 | 1.5 | -9 | -8 | -2 | 1 | -2
O=C(NC1CC1)c1sc2cc(Cl)ccc2c1Cl | 4 | -6 | 1 | -2 | -3.8 | -1 | 1 | -4 | -7 | 12
Cc1c(Cc2ccccc2)c(=O)oc2cc(OCC(=O)N3CCC(C(=O)O)CC3)ccc12 | -6 | -5 | 15 | -3 | 1.1 | -15 | . | -13 | 6 | -6
Cc1ccnc(NS(=O)(=O)c2ccc(NC(=O)C3CCCCC3)cc2)n1 | -3 | -4 | -3 | 4 | 1.1 | 3 | -1 | 3 | -1 | 5
COC(=O)c1cc(-c2ccc3c(c2)OCO3)nc2ccccc12 | 7 | 7 | -38 | -8 | 0.7 | 38 | -1 | -9 | -4 | 3
O=C(Nc1cc(Cl)ccc1O)C1CCCO1 (configuration not stated) | 2 | 1 | 16 | -1 | 0.3 | -16 | -1 | -16 | -6 | 4
CCOc1ccc(-c2[nH]ncc2Oc2cccc(OC)c2)c(O)c1 | 20 | -3 | -54 | -2 | 1.2 | 54 | -2 | 11 | -3 | -13
COc1ccc(COC(=O)N/N=C(\C)CC(=O)Nc2ccc(Cl)cn2)cc1 | 19 | . | . | . | -1.6 | . | -1 | -1 | -4 | .
CCC(Sc1nc2sc(C(=O)OC)c(C)c2c(=O)n1N)C(=O)NCC1CCCO1 (configuration not stated) | 4 | -3 | -2 | 1 | -1.0 | 2 | -1 | -10 | -8 | -5
Nc1ccc2c(c1)CC(=O)c1ccccc1S2 | -2 | -9 | 15 | 4 | -0.1 | -15 | -1 | -6 | -9 | -8
COCc1ccc(O)c2ncccc12 | -2 | 6 | 16 | 1 | -0.8 | -16 | -3 | -7 | -4 | 0
CC1(C)CC(=O)c2c(oc3ccc(NS(=O)(=O)c4cccc5cccnc45)cc23)C1 | -10 | -16 | 4 | -5 | 1.3 | -4 | -5 | -24 | -6 | 4
Nc1nc2ccc(Cl)cc2[nH]1 | -4 | -6 | 20 | -2 | 2.6 | -20 | 0 | -13 | -4 | 11
O=C(NC1CCCC1)C(=O)N(Cc1cccnc1)C(C(=O)NCc1ccco1)c1ccccc1F (configuration not stated) | -1 | -6 | 6 | 1 | 0.3 | -6 | -7 | -8 | -4 | -9
CC(=O)OCC(=O)[C@@]1(O)CC[C@H]2[C@@H]3CCC4=CC(=O)C=C[C@]4(C)[C@@]3(Cl)[C@@H](Cl)C[C@@]21C | -6 | 12 | 18 | -1 | -0.3 | -18 | . | 1 | 0 | 0
Cn1ccnc1SCC(=O)c1cccc(Br)c1 | -9 | -13 | 4 | 2 | -0.3 | -4 | 0 | -8 | -2 | -14
CN(C)c1nc(SCC#N)nc(N(C)C)n1 | 22 | -2 | -2 | -1 | 0.0 | 2 | 0 | 1 | 1 | -3
CN1c2ccccc2C(C)(C)C12CC(c1cccc(S(=O)(=O)N3CCCC3)c1)=NO2 (configuration not stated) | -10 | -12 | -36 | -2 | -1.6 | 36 | 34 | -11 | 2 | 1
O=C(C1CCCO1)N1CCN(S(=O)(=O)c2ccc(F)cc2)CC1 (configuration not stated) | 5 | 6 | 38 | 1 | -1.7 | -38 | -1 | 4 | -5 | -10

Four records picked at random from those above:
SMILES | Arr AP2 block | Cardiac RTF inh | SR-BI uptake up | DAGLB inhibitor | C-LANA FP | SR-BI HDL uptake | NSD2 inh | PvdQ inh | Keap1 Nrf2 FP | PKA-R2B act
COCc1ccc(O)c2ncccc12 | -2 | 6 | 16 | 1 | -0.8 | -16 | -3 | -7 | -4 | 0
Nc1nc2ccc(Cl)cc2[nH]1 | -4 | -6 | 20 | -2 | 2.6 | -20 | 0 | -13 | -4 | 11
COC(=O)c1cc(-c2ccc3c(c2)OCO3)nc2ccccc12 | 7 | 7 | -38 | -8 | 0.7 | 38 | -1 | -9 | -4 | 3
Cc1c(Cc2ccccc2)c(=O)oc2cc(OCC(=O)N3CCC(C(=O)O)CC3)ccc12 | -6 | -5 | 15 | -3 | 1.1 | -15 | . | -13 | 6 | -6

More records.
SMILES | Arr AP2 block | Cardiac RTF inh | SR-BI uptake up | DAGLB inhibitor | C-LANA FP | SR-BI HDL uptake | NSD2 inh | PvdQ inh | Keap1 Nrf2 FP | PKA-R2B act
COc1ccc(-n2c(SCC(=O)NCC3CCCO3)nc3n[nH]c(C)c3c2=N)cc1 (configuration not stated) | 7 | 0 | -24 | -1 | -0.5 | 24 | . | 4 | -3 | -2
COc1ccc(CC(=O)Nc2cccc(-c3ccc4nncn4n3)c2)cc1OC | -1 | -9 | . | -1 | -0.2 | . | 5 | -17 | -1 | 5
Cc1c(-c2ccccc2)sc2nc[nH]c(=S)c12 | -4 | 1 | 40 | 0 | . | -40 | . | -10 | . | 1
NC(=O)c1ccc(NC(=O)c2cccc3c2OCCCO3)cc1 | 3 | . | 13 | . | -0.7 | -13 | 4 | -2 | 2 | .
C=CCOc1ccc(CNc2ccc(NC(=O)CC(C)C)cc2)cc1OC | 6 | 1 | -17 | 0 | 0.8 | 17 | 1 | -13 | 17* | -1
CCCOc1cccc(C2C(C(=O)c3ccco3)=C(O)C(=O)N2CCN(CC)CC)c1 (configuration not stated) | 8 | 10 | -23 | 1 | -0.8 | 23 | 1 | -12 | -2 | 7
CCNC(=S)NC1CC2CCCC(C1)N2Cc1ccc(C)cc1 (configuration not stated) | 17 | -8 | 37 | 4 | 1.4 | -37 | 1 | -4 | -2 | 2
CCC(C)CCCCNC1=NCCS1 (configuration not stated) | 16 | 5 | 18 | 1 | -1.4 | -18 | 0 | -19 | -1 | 2
CN(Cc1cccnc1)C(=O)c1cc(S(=O)(=O)Nc2ccccc2F)ccc1Cl | 4 | -8 | 8 | 1 | -1.5 | -8 | 0 | 10 | 3 | -8
CC1Cc2ccccc2N1C(=O)CO/N=C/c1ccccc1OC(F)F (configuration not stated) | -1 | -5 | -60 | 1 | 0.6 | 60 | -1 | -8 | 0 | 6
CC1CCN(CCCNC(=O)c2cc3c(=O)n(C)c4ccccc4c3n2C)CC1 | -1 | 1 | -29 | -1 | -2.4 | 29 | . | -25 | 0 | 6
COCC(=O)Nc1ccc(N2CCCC2)c(S(=O)(=O)Nc2ccccc2OC)c1 | 8 | -1 | -6 | 5 | 0.7 | 6 | -3 | -6 | 6 | -3
CC(C)NC(=O)N(C)C[C@H]1Oc2c(NS(=O)(=O)c3cn(C)cn3)cccc2C(=O)N([C@H](C)CO)C[C@@H]1C | 4 | -2 | 25 | 1 | -1.7 | -25 | . | -18 | 0 | -1
Cc1ccc(NC(=O)CN(C)S(=O)(=O)c2ccc3c(c2)n(C)c(=O)c(=O)n3C)c(C)c1 | 3 | -4 | 10 | 0 | 0.3 | -10 | -1 | -14 | -3 | 0
C#CCOCCOCCOCCNc1nc(N2CCN(C(=O)[C@H](C(C)C)n3cc(CCO)nn3)CC2)nc(N2CCN(C(=O)[C@H](CCCCN)n3cc(CCCC)nn3)CC2)n1 | -3 | -1 | 7 | -3 | -2.3 | -7 | . | 1 | 0 | 8
CCN1C(=O)[C@@H]2[C@@H](c3ccc(-c4cc(C(C)=O)cs4)cc3)N3CCC[C@@]3(C(=O)OC)[C@@H]2C1=O | 2 | -7 | -5 | -2 | 1.0 | 5 | . | -9 | -6 | -8
Cc1ccc(-n2nc3c(=O)n(CC(=O)NCCc4ccc(Cl)cc4)nc(C)c3c2C)cc1 | 29 | 0 | -62 | -1 | -0.2 | 62 | -2 | 7 | -2 | -6
O=C(N/N=C/c1ccc(Br)s1)c1cccc([N+](=O)[O-])c1 | 8 | 18* | 6 | 2 | 0.6 | -6 | -2 | -1 | -2 | -4
CCOc1c(C)cnc2c1c(=O)n(Cc1cccc(Cl)c1)c(=O)n2C | -3 | 1 | -18 | -3 | 0.3 | 18 | -3 | -6 | -2 | -6
CC(=O)Nc1c(-c2ccc(Cl)cc2)c(=O)c2ccccc2n1C | 6 | -4 | 14 | 2 | 2.3 | -14 | -10 | -6 | 5 | -2
O=C(CN1C(=O)NC2(CCCCC2)C1=O)N1CCN(S(=O)(=O)c2ccccc2)CC1 | -15 | -7 | 2 | 2 | -0.4 | -2 | -3 | -14 | -2 | 5
CN(C(=O)CN1C(=O)c2ccc([N+](=O)[O-])cc2C1=O)C1CCCCC1 | 26 | -3 | -14 | 0 | 0.1 | 14 | -1 | 5 | 1 | -7
CCn1c(=O)c(CCC(=O)N2CCN(c3ccccn3)CC2)c(C)c2c(C)nn(-c3ccccc3)c21 | 3 | 0 | -2 | -1 | -2.3 | 2 | -2 | 4 | 0 | -5
N#CC1=C(N)Oc2c(sc3ccccc23)C1c1ccco1 (configuration not stated) | 8 | -8 | -33 | 1 | 5.7 | 33 | 1 | -8 | 0 | 1
O=[N+]([O-])c1ccc(CSc2ccc(S(=O)(=O)N3CCOCC3)cn2)cc1 | -13 | -4 | -1 | 0 | 1.7 | 1 | 0 | -8 | 6 | -12
CCOC(=O)C1(Cc2ccccc2C(F)(F)F)CCN(Cc2ccon2)CC1 | 0 | -12 | 20 | -4 | -8.6 | -20 | 5 | -18 | -2 | -3
O=C(NCc1nc2ccccc2[nH]1)C1=C[C@@H](c2ccccc2)C[C@@H](OCc2ccc(CO)cc2)O1 | 2 | 10 | 17 | -2 | 2.1 | -17 | . | -4 | 3 | -9
Cc1nn(CCCC(=O)NCc2ccc(F)cc2)c(C)c1[N+](=O)[O-] | -2 | -1 | -4 | 1 | -0.3 | 4 | -3 | -12 | -2 | 2
O=C1C=C(c2ccccc2)C(=O)N1Nc1ccccc1 | 26 | -17 | 24 | -2 | -3.1 | -24 | 0 | -13 | -2 | 1
CCCC(=O)Nc1ccccc1-c1nnc(SCC)[nH]c1=O | 36 | 2 | . | -2 | -0.8 | . | -4 | 3 | 4 | -4
O=C1OC(c2ccc3ccccc3c2O)(c2ccc3ccccc3c2O)c2ccccc21 | 41 | -1 | -35 | 8 | 3.0 | 35 | -1 | -7 | -2 | -16
